# High-throughput results: PubChem BioAssay, University of Kansas High Throughput Screening Laboratory
# mHTT CaM bind = mHTT-calmodulin interaction abrogation | P42858 | AlphaScreen His-mHTT/GST-CaM binding, luminescence | inhibition, % at 15 µM | hit rate 3.6% among 190,000 | AID 1671202;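 also: 0% = both proteins with DMSO and 100% = one protein alone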
# Target sequence (P42858 whole entry, looked up, stated change not applied): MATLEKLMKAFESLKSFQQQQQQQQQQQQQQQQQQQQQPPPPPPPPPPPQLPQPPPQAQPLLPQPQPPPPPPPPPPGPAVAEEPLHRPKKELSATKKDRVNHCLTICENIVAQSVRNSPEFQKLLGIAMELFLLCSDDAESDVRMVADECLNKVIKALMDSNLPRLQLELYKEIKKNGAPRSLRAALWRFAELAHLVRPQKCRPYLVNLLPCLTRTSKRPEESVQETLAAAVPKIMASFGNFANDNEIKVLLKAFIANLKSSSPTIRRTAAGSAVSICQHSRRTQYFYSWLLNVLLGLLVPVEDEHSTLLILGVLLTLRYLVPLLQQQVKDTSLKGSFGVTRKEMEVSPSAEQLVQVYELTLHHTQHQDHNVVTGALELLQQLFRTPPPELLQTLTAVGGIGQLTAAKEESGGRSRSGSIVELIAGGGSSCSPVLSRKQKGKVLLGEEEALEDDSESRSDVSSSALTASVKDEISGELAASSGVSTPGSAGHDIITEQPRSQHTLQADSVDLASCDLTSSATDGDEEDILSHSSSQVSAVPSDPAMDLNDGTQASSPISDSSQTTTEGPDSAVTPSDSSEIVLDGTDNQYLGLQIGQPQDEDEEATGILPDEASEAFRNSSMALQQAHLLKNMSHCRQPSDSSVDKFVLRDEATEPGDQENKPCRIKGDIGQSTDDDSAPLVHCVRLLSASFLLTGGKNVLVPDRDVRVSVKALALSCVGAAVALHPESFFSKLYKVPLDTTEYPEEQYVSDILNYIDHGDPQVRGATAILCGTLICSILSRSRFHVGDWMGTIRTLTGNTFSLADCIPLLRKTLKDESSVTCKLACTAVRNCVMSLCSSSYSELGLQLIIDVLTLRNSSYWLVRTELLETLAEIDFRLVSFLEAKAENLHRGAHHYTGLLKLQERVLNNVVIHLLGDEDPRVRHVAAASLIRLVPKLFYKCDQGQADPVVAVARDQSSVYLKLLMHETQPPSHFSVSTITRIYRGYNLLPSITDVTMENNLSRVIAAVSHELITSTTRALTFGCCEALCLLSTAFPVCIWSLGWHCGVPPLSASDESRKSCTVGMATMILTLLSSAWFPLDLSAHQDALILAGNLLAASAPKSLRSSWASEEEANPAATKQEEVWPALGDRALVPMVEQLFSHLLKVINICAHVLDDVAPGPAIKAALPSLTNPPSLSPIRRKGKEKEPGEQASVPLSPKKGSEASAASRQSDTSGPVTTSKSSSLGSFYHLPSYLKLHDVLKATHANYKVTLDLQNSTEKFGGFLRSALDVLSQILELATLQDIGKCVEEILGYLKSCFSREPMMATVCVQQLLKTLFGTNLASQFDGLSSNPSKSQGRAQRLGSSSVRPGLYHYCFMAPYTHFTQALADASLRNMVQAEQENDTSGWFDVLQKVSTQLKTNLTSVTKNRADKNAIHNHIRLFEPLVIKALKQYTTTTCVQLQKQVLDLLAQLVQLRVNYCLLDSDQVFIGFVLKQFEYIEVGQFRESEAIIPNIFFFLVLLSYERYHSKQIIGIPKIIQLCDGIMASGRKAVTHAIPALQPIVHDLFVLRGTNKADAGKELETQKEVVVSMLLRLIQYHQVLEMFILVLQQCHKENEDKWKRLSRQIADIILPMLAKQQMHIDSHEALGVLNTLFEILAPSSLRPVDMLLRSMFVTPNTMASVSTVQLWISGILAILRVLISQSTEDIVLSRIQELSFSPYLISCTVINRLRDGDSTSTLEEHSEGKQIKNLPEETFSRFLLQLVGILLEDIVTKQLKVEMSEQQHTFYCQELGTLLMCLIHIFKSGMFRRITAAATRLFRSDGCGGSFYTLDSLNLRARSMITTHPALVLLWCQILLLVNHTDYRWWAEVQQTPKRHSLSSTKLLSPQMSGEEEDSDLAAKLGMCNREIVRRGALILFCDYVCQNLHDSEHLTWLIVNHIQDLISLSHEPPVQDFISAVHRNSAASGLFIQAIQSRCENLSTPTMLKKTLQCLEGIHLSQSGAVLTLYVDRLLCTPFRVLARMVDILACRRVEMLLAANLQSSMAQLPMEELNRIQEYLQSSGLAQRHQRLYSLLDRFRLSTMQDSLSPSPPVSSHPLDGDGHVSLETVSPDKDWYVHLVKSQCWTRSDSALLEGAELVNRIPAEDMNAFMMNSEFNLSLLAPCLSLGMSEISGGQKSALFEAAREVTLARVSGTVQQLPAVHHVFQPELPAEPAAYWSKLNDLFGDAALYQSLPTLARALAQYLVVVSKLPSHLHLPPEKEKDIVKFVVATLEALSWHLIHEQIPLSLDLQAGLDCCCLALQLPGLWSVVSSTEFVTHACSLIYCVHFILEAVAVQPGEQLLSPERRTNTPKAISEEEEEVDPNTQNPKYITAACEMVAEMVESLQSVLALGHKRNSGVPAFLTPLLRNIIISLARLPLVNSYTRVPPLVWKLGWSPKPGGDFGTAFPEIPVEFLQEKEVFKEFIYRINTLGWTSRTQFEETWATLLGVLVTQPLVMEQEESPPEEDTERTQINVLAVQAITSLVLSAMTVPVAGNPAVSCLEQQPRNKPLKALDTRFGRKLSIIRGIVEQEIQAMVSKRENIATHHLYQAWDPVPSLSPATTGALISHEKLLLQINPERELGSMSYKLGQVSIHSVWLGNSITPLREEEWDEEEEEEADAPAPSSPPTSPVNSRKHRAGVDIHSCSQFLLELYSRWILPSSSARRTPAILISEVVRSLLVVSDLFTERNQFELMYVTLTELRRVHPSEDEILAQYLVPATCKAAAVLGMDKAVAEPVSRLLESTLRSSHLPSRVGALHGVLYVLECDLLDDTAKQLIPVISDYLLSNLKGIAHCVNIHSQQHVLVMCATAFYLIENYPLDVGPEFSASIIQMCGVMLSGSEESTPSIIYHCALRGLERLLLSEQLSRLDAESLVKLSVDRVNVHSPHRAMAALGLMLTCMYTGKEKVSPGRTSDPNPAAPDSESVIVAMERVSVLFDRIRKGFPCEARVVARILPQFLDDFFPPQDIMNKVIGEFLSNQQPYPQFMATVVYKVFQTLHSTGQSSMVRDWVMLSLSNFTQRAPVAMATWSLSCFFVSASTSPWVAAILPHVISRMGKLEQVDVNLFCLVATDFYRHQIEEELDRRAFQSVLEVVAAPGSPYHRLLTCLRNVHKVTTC
# Pf apPOL block = Pf-apPOL DNA polymerase inhibition; Recombinant Pf-apPOL, molecular beacon fluorescence, 1.5 h; inhibition, % at 10 µM; hit rate 0.25% among 210,000; AID 1794808
# Active calls of the source: *; i = inactive; / = no result given. Rule as the data show it: active = inhibition above about 50%; inactive = the rest.
SMILES,mHTT CaM bind,Pf apPOL block
COc1ccc2c(c1)C(C)=CC(C)(C)N2C(=O)CSc1nnc(-c2ccc(C)cc2)o1,-8,-1
COc1ccc(NCC2CCCCC2)cc1,73*,0
COc1cc(C(=O)N2CCN(Cc3ccccc3Cl)CC2)cc(OC)c1OC,0,0
CC1CCN(C(=O)c2cccc(-c3nc(-c4cccc(F)c4)no3)c2)CC1,-12,0
Cc1nc2sc3c(c2c(=O)o1)CCCCC3,-5,/
COc1ccc(NC(=O)C[C@H]2C(=O)N(c3ccc(Br)cc3)C[C@@H]2CSC)cc1,3,-7
O=C(NCC(O)c1cccc2ccccc12)c1ccc(Br)o1 (stereo not drawn),-12,-10
CC(C)(C)c1nocc1C(=O)ON=C(N)c1ccccn1,/,-3
Cc1ccc(-c2ccc(CN3C(CC(C)C)C(=O)N(Cc4cn(CCC5OCCO5)nn4)CCS3(=O)=O)cc2)cc1 (stereo not drawn),23,-13
COc1ccc(Cl)cc1N1C(=O)CSC1c1ccccc1 (stereo not drawn),-5,-6
CCCCN1CCN(C(=O)C2CCN(c3cnn(Cc4ccccc4)c(=O)c3)CC2)CC1,10,-3
O=C(Nc1ccc([N+](=O)[O-])cc1)N1CCc2ccccc21,-4,-2
CCCn1cnc2sc(C(=O)Nc3ccc(C(F)(F)F)cc3)c(C)c2c1=O,-1,-15
C=CCC1NC2(CCCC2)Cc2cc(OC)c(OC)cc21 (stereo not drawn),-5,2
Cc1ccc(C(=O)N2CCC(c3cc(-c4ccccc4)n[nH]3)CC2)cn1,-2,-3
COCCC1CCN(C(=O)Cc2cccc(C(F)(F)F)c2)CC1,2,0
CCOc1ccc(-c2cn3ccn(-c4cc(Cl)ccc4C)c(=O)c3n2)cc1,-4,0
CN(C)CCN(C)Cc1ccccc1Br,-2,4
NC(=O)c1c(NC(=O)c2ccco2)sc2c1CCC2,2,0
O=C(CSc1nc2[nH]ncc2c(=O)n1-c1cccc(C(F)(F)F)c1)NCc1ccccc1,13,-8
COc1ccc(-c2cc(N3CCCC(C(=O)Nc4cccc5cccnc45)C3)ncn2)cc1 (stereo not drawn),17,-9
COc1ccc(S(=O)(=O)N2CCC(C(=O)N3CCN(C)CC3)CC2)cc1,2,-2
CCC1c2ccc(C)n2CCN1C(=O)NCc1ccc(F)cc1 (stereo not drawn),1,-6
Cc1cc(C)cc(N2C(=O)CSC2c2ccccn2)c1 (stereo not drawn),-4,0
O=C(CCS(=O)(=O)c1cc(Br)cc2c1N(C(=O)C1CC1)CC2)N1CCOCC1,-1,-3
COc1ccc(Cl)cc1NC(=O)CSC1=NN2CCCC(=O)N=C2S1,14,-6
Cc1ccc(C2CC(c3ccc(Cl)cc3)n3nc(N)nc3N2)cc1 (stereo not drawn),1,0
O=C(CC(C(=O)N1CCc2ccccc21)n1ccnc1)NC1CCCc2ccccc21 (stereo not drawn),0,-11
C1=CCC(CN2CCN(Cc3ccccc3)CC2)CC1 (stereo not drawn),0,-1
CC(NC(=O)CN1C(=O)/C(=C/c2ccccc2F)Sc2ccccc21)c1ccccc1 (stereo not drawn),5,1

# One compound at a time, as listed above:
# COc1ccc(S(=O)(=O)N2CCC(C(=O)N3CCN(C)CC3)CC2)cc1 is listed with mHTT CaM bind: 2; Pf apPOL block: -2
# O=C(CC(C(=O)N1CCc2ccccc21)n1ccnc1)NC1CCCc2ccccc21 (stereo not drawn) is listed with mHTT CaM bind: 0; Pf apPOL block: -11
# Cc1ccc(C2CC(c3ccc(Cl)cc3)n3nc(N)nc3N2)cc1 (stereo not drawn) is listed with mHTT CaM bind: 1; Pf apPOL block: 0

# Next section
SMILES,mHTT CaM bind,Pf apPOL block
O=C(c1ccccc1Br)n1nnc2ccccc21,22,-3
O=C(Nc1ccc(S(=O)(=O)Nc2nccs2)cc1)c1ccc2c(c1)OCCO2,10,-3
CCOC(=O)c1cnc(SCC(=O)c2ccc(Cl)c(C)c2)nc1N,/,1
CCN(CC)C(=O)c1cnn(-c2ccccc2)c1NC(=O)Cc1ccccc1,-1,-3
CCOCCCn1c(=N)c(S(=O)(=O)c2ccccc2)cc2c(=O)n3cccc(C)c3nc21,-6,2
COc1ccc(CC(=O)O)cc1OC,-5,1
COc1cccc(N2CCN(C(=O)c3cc4c(s3)CCN(C(C)=O)C4)CC2)c1,17,8
O=C(Nc1ccccc1F)c1cc(Cl)c(Cl)c(S(=O)(=O)N2CCOCC2)c1,-3,0
O=C(Cn1nc(C(F)(F)F)c2c1CCCC2)N1CCCC1c1cccc(F)c1 (stereo not drawn),-8,-5
CSc1ccccc1NC(=O)CSc1ccccn1,-11,-2
CCc1ccc(CNC(=O)c2cn3c(n2)CCCC3)cc1,12,-12
O=C(Nc1ccccc1-c1nc2ccccc2s1)c1cc(=O)c2ccccc2o1,3,-1
c1ccc(OCCn2c(-c3ccco3)nc3ccccc32)cc1,39,-2
NC(=O)C1=C(N=C2CCCCC2)CCCC1,/,3
COc1ccc(S(=O)(=O)N(CC(=O)N2CCCCCC2)c2ccccc2OC)cc1,4,2
Cc1ccc(-n2nc3c(c2NC(=O)c2ccc([N+](=O)[O-])cc2)CS(=O)(=O)C3)cc1,6,-4
O=C(CCC1CCCCC1)NCC#CCN1CCCCC1,-1,-10
Cc1cc(I)ccc1N=Cc1nc(-c2ccccc2)oc1O,4,-2
O=C(NCCc1ccccc1)C(=O)NCC1(O)CCOCC1,-5,3
O=[N+]([O-])c1ccc(N=Cc2sc3ccccc3c2O)cc1,2,17
Cc1ccc(C(=O)N=c2sc(C)cn2CC(=O)N(C)C)cc1,-4,-2
Cc1ccc(-c2nc(C=Nc3ccc(C(=O)O)cc3)c(O)o2)cc1,6,-5
COc1cc(NC(=O)Cn2cnc([N+](=O)[O-])n2)c(OC)cc1Cl,-2,-2
O=C(COc1ccc(Cl)cc1)Nc1ccc(I)cc1,-16,3
Cc1oc2ccc(OCC(=O)c3ccccc3)cc2c1C(=O)O,-5,-8
CCOc1cc(C2C3=C(CC(C)(C)CC3=O)N(CC)C3=C2C(=O)CC(C)(C)C3)cc(Cl)c1O,34,-3
N/C(=N\OC(=O)COc1ccc(Br)cc1)c1ccncc1,i,8
CCN1C(=O)CCc2cc(NC(=O)c3ccc(C)cc3)ccc21,4,-23
COc1ccc(Oc2coc3cc(OCc4cccc(OC)c4)ccc3c2=O)cc1,-6,6
Cc1cc(C)c(S(=O)(=O)Nc2ccc(S(=O)(=O)N3CCCC3)cc2)c(C)c1,8,-5
C/C(=C(/C#N)C(=O)NC1CCCCC1)N(C)C,5,-12
COc1ccc(N2C(N)=C(C#N)C(c3ccc(F)cc3)C3=C2CC(C)(C)CC3=O)c(OC)c1 (stereo not drawn),-3,-2
O=C(NCC1(c2cccs2)CC1)c1ccc(F)c(F)c1,-28,-8
Cc1ccc(-n2[nH]c3c(cnc4ccc(C(=O)N5CCC(C)CC5)cc43)c2=O)cc1C,-4,-1
CN(C)CC(C)(C)CNC1CC2CCC1C2 (stereo not drawn),0,6
Cc1c(C(=O)N2CCCC2)oc2ccc(S(=O)(=O)N3CCCCC3)cc12,5,-6
Cc1ccc(SC[C@H](C)CN2CC[C@H](NC(=O)OCc3ccccc3)CCC2=O)cc1,20,-3
Cc1cccc(NC(=O)N2CCC3(CC2)NC(=O)c2cc(F)ccc2N3C)c1,-5,-1
Cn1nc(-c2nc(C3CC3)no2)c2c1CCN(C(=O)Nc1ccccc1Cl)C2,-1,-1
COc1ccc(Cl)cc1C1=N/C(=C/c2ccc(Br)cc2)C(=O)O1,2,0

# Copied from the listing, 4 compounds:
SMILES,mHTT CaM bind,Pf apPOL block
Cc1ccc(SC[C@H](C)CN2CC[C@H](NC(=O)OCc3ccccc3)CCC2=O)cc1,20,-3
Cc1cccc(NC(=O)N2CCC3(CC2)NC(=O)c2cc(F)ccc2N3C)c1,-5,-1
Cn1nc(-c2nc(C3CC3)no2)c2c1CCN(C(=O)Nc1ccccc1Cl)C2,-1,-1
COc1ccc(Cl)cc1C1=N/C(=C/c2ccc(Br)cc2)C(=O)O1,2,0

# 4 compounds already listed, sorted by molecular weight, lowest first:
SMILES,mHTT CaM bind,Pf apPOL block
CN(C)CC(C)(C)CNC1CC2CCC1C2 (stereo not drawn),0,6
C/C(=C(/C#N)C(=O)NC1CCCCC1)N(C)C,5,-12
Cc1c(C(=O)N2CCCC2)oc2ccc(S(=O)(=O)N3CCCCC3)cc12,5,-6
Cc1cccc(NC(=O)N2CCC3(CC2)NC(=O)c2cc(F)ccc2N3C)c1,-5,-1

# (cont.)
SMILES,mHTT CaM bind,Pf apPOL block
CCc1ccccc1NC(=O)N1CCC(c2nc3ccncc3n2C(C)C)C1 (stereo not drawn),1,-4
COc1ccc(OC)c(NC(=O)c2ccccc2Br)c1,-7,-6
COc1cc2ccnc(C(=O)c3ccc(OC)c(OC)c3O)c2cc1OC,/,-3
Cc1cc(Cl)ccc1NC(=O)CCCc1ccccc1,2,8
O=C(Cn1ncn2nc(-c3ccc(Cl)cc3)cc2c1=O)Nc1ccccc1C(F)(F)F,-8,-3
COc1ccccc1C(=O)N1CCCC1c1nc(-c2ccc(C)cc2)no1 (stereo not drawn),3,-4
COc1ccc(-n2nc3c(c2NC(=O)c2ccccc2I)CSC3)cc1,15,-12
COc1cc(OC)c(C=Nc2ccc(O)cc2)cc1Br,64*,3
COc1ccc(OC)c(CNC(=O)C2CCN(c3nc4ccc(C)cc4[nH]3)CC2)c1,-2,-15
CCN(CC)CCCNc1c2c(c(C#N)c3nc4ccccc4n13)CCC2,8,-4
CCOc1ccc(NC(=O)CCNS(=O)(=O)c2ccc(Br)s2)cc1,-3,-20
CCNC(=O)C1CCN(c2ccc(NC(=O)NC)cn2)CC1,1,-4
Cc1cccc(NC(=O)CC2Sc3ccc(C(F)(F)F)cc3NC2=O)c1C (stereo not drawn),-1,-2
CCCCNC(=O)CC1N=C2c3ccccc3N=C(SCc3ccc(Cl)cc3)N2C1=O (stereo not drawn),17,-2
CC1=C(C#N)C(C)C2=C(CC(C)(C)CC2=O)N1 (stereo not drawn),9,-5
COc1ccc(C(C)NC(=O)c2cc3c(s2)CN(C2CCCC2)C3)cc1OC (stereo not drawn),9,0
COc1ccccc1C(=O)N1CCN(c2ccc(-c3nc(C)cs3)cn2)CC1,26,-13
COc1ccc(NC(=O)N2CCN(c3nc4ccncc4n(CC(C)C)c3=O)CC2)cc1,-3,-7
O=C(NC1CC2CC1N(C(=O)NCCc1ccccc1)C2)c1ccccc1 (stereo not drawn),4,-3
CC1=C(C)C(NS(=O)(=O)c2ccccc2)(C(F)(F)F)C(=O)O1 (stereo not drawn),0,-10
CCc1ccc(NC(=O)Cn2c(C)nc3c(c2=O)CCN(Cc2ccccc2)C3)cc1,-7,-1
c1ccc(-c2cc(-c3ccccc3)c(N3CCCC3)nn2)cc1,/,-6
CC(=O)N1CCN(c2nc3c(s2)CC(C(=O)NCCC(C)C)CC3)CC1 (stereo not drawn),13,-4
O=c1oc(C23CC4CC(CC(C4)C2)C3)nc2sc3c(c12)CCCC3,-6,0
CCCOc1ccc(/C=c2\sc3nc(=O)c(-c4ccccc4)nn3c2=O)cc1OCC,-5,-2
Nc1cccc[n+]1Cc1ccccn1,-6,/
CCn1c(Cc2ccccc2)n[nH]c1=S,/,-6
COc1ccccc1-n1c(SCC(=O)Nc2ncn[nH]2)nc2ccccc2c1=O,9,-9
Cc1nc(C(=O)Nc2ccc3c(c2)OCO3)cc2c1[nH]c1ccccc12,25,0
CCOc1ccc2c(c1)-c1c(ssc1=S)C(C)(C)N2,51*,/
Cc1cc2nccc(-c3cccs3)n2n1,/,-5
CCOc1ccc(NC(=O)Nc2cccc(Cl)c2)cc1,2,-1
O=C(c1ccc2nc(-c3ccccc3)cn2c1)N1CCOCC1,-13,0
COc1cc(C=C2Oc3cc(O)ccc3C2=O)cc(OC)c1OC,-7,-8
Cc1ccc(C2=NN(CCC(=O)NCCN(CC(C)C)CC(C)C)C(=O)CC2)cc1,-5,-19
COc1ccc(NC(=O)CN2C(=O)C(c3ccc(OC)cc3)=NC2(C)C)cc1,1,-5
Cc1ccc(NC(=O)N2CCC(c3nc(C(=O)N4CCCC4)c(C)o3)CC2)cc1Cl,-1,-4
c1ccc(-c2csc(-c3cccnc3)n2)cc1,-13,5
CCC(C)(C(=O)NC1CCCCC1)N(Cc1cccs1)C(=O)Cc1c[nH]c2ccccc12 (stereo not drawn),31,-1
CC(C)C1C(=O)CC(c2ccccc2)NC1c1ccccc1 (stereo not drawn),-10,6
CC(C)CN1CCN(C(=O)c2ccc(-c3ccnc(N4CCCC4)n3)cc2)CC1,10,-5
CN(N=C(C#N)C(=O)C1CC1)c1ccc(Cl)cc1,/,2
O=C1C2C(c3ccc(Cl)cc3)OC3(C(=O)c4ccccc4C3=O)C2C(=O)N1c1ccc(F)cc1 (stereo not drawn),45,-4
Cc1nc(N2CCOCC2)nc(Nc2ccc(Cl)cc2)c1[N+](=O)[O-],-2,-5
CC1=C(C(N)=O)C(c2cccs2)n2nc(SCc3ccccc3Cl)nc2N1 (stereo not drawn),-1,-6
NC(=O)c1c(NC(=O)COc2ccccc2[N+](=O)[O-])sc2c1CCC2,24,-2
CCOC(=O)COc1c(C(=O)OCC)sc2c1c(=O)n(-c1ccccc1)c(=S)n2-c1ccccc1,/,-1
CCN1CCN(C(=O)c2cn3c(n2)CCC(c2ccc(OC)cc2)C3)CC1 (stereo not drawn),8,-2
Cc1ccsc1/C=C1\SC(N2CCCCC2)=NC1=O,12,-4
CC1=C(C(=O)Nc2cc(C)ccc2C)C(c2ccc(Br)cc2)NC(=O)N1 (stereo not drawn),1,-2
Cc1ccsc1C1C(C#N)=C(N)Oc2nc(-c3ccccc3)[nH]c21 (stereo not drawn),14,1
COc1ccc(N(CC(=O)Nc2cccc(C(C)=O)c2)S(C)(=O)=O)cc1OC,5,-2
CC(=O)Nc1ccc(N2C(=O)CSC2c2cccc(C(F)(F)F)c2)cc1 (stereo not drawn),1,-1

# 2 entries drawn at random from those above, as already listed:
SMILES,mHTT CaM bind,Pf apPOL block
CCCCN1CCN(C(=O)C2CCN(c3cnn(Cc4ccccc4)c(=O)c3)CC2)CC1,10,-3
CCOc1ccc(NC(=O)Nc2cccc(Cl)c2)cc1,2,-1

# The order is random, and some 3.5% of all compounds hit somewhere here.
